TEAD-YAP block: TEAD-YAP interaction inhibition, primary screen, TEAD-YAP interaction inhibitor project, luminescence, HEK-TIYL cells | TEAD-Gal4/YAP UAS-luciferase luminescence | inhibition, % at 9.12 µM | 640,000 tested, 1.4% active; in the data active = inhibition above about 32%;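 note: 0% = median of test compound wells and 100% = reference inhibitor wells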
MITF inh: MITF inhibitors, primary screen, biochemical, AlphaScreen, human. Microphthalmia-associated transcription factor (Homo sapiens), O75030. AlphaScreen MITF homodimerization, bead proximity signal. inhibition, % at 2.6 µM. 650,000 tested, 0.91% active; in the data active = inhibition above about 50%;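 note: 0% = vehicle wells with protein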
GPR151 activ: activators of human GPR151, primary screen, cell-based, PathHunter beta-arrestin, luminescence; G-protein coupled receptor 151 (Homo sapiens), Q8TDV0; PathHunter beta-arrestin GPR151 cells; activation, % at 11.2 µM; 650,000 tested, 1% active; AID 1508602, 2020; in the data active = activation above about 4.9%;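 note: 0% = median of compound wells and 100% = cells with positive control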
FBW7 activator: FBW7 E3 ligase activators, primary screen, biochemical, AlphaScreen, human; F-box/WD repeat-containing protein 7 (Homo sapiens), Q969H0; AlphaScreen FBW7–phospho-cyclin E peptide binding, activator screen; normalized activity (activation), % at 26.1 µM; 650,000 tested, 0.13% active; in the data active = normalized activity above about 1.9%;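 note: purified mutant Fbw7 with reduced substrate affinity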
Target sequence (Q969H0 whole entry, looked up): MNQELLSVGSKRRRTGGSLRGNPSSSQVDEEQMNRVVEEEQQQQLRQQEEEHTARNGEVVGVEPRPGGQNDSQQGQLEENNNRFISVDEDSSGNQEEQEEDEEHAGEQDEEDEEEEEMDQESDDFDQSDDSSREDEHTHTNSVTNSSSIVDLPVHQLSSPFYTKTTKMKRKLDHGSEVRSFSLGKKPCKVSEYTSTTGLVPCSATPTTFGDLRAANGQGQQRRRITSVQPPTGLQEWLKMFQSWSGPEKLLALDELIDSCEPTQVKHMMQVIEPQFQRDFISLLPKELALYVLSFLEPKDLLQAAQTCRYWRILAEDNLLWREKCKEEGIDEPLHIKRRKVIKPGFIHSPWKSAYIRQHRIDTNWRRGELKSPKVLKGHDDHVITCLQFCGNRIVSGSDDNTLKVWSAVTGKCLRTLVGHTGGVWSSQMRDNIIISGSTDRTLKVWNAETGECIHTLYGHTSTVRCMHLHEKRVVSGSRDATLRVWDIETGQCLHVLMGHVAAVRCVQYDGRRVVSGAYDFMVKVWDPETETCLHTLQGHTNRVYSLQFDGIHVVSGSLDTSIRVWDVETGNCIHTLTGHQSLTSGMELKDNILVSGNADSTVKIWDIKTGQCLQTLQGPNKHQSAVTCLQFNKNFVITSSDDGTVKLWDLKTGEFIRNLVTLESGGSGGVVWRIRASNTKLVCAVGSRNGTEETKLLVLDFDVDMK
The depositor's hits bear a star.

smiles	MITF inh	TEAD-YAP block	FBW7 activator	GPR151 activ
COc1ccccc1N/C=C/C(=O)c1ccccc1	5	46*	0.0	-1.3
C/C(CC(=O)Nc1cccc2c1CCCC2)=N\NC(=O)c1cc(Cl)ccc1O	4	-29	-0.2	-0.4
O=C(NC1CCN(Cc2ccccc2)CC1)c1c(F)cccc1F	14	-4	1.2	-1.3
CCn1c(N)c(C(=O)NCc2ccccc2)sc1=S	23	-8	0.0	2.0
O=C(Oc1coc(CSc2nnc(NC(=O)C3CC3)s2)cc1=O)c1ccccc1F	8	-2	-0.1	-1.1
COc1cc(NC(=O)c2cnc(-c3ccc(N4CCOCC4)nc3)s2)cc(OC)c1OC	4	3	0.1	1.0
CCCn1c(N)c(Br)c(=O)n(C)c1=O	3	-9	-0.4	-2.3
COC(=O)c1c(N2C(=O)CCC2=O)sc2c1CCCC2	-9	3	0.0	1.0
COc1ccc(NC(=O)NCc2noc3ccccc23)cc1	3	-9	-0.2	-0.6
CCn1c(=O)c(C(=O)Nc2ccc(Cl)cc2OC)c(O)c2ccccc21	12	8	0.1	1.0
CCOc1ccc(NC(=O)c2cccc(-n3ncc4cc(Nc5ccccc5F)ccc43)c2)cc1OCC	7	0	-0.2	-0.1
NC1=NC(=O)CC(C(=O)O)S1 (stereo unspecified)	4	0	0.4	-0.4
Cc1ccccc1-c1cc(C(=O)Nn2cnnc2)c2ccccc2n1	18	3	0.3	-0.7
Cc1ccc(OCCOCCNC(C)C)cc1	33	1	0.4	-1.0
Cc1nc2nc(CN)nn2c(C)c1CCC(=O)Nc1cccc(C(F)(F)F)c1	-6	1	-0.2	1.3
O=C(Nc1nc2c(s1)COc1ccccc1-2)C1CCCN1S(=O)(=O)c1ccc(Cl)cc1 (stereo unspecified)	52*	8	-0.1	1.3
Cc1cc(C)nc(SCC(=O)Oc2ccc3ccc(=O)oc3c2)n1	13	6	0.0	-0.5
Cc1cc(=O)nc2c3ccccc3n(C(C)C(=O)Nc3cccc(C(F)(F)F)c3)n12 (stereo unspecified)	1	8	0.3	1.1
CCCCNc1cc(C)nc(N2CCOCC2)n1	9	1	0.0	0.7
Cc1cccc(-n2cc(-c3ccc4c(c3)OCO4)[nH]c2=O)c1	-1	-58	0.1	-1.3
CCOC(=O)c1sc(NC(=O)c2ccc(S(=O)(=O)N(CCOC)CCOC)cc2)c(C(=O)OCC)c1C	-8	-2	0.1	0.2
Oc1ccc(CCNc2nc(NC3CCN(Cc4ccccc4)CC3)nc3c2ncn3-c2ccsc2)cc1	2	25	-0.1	5.6*
CC1CC(Nc2ccccc2)c2ccccc2N1C(=O)Nc1ccccc1 (stereo unspecified)	0	-12	-0.1	-0.1
CC1CCN(c2cc(N3CCN(C(=O)c4cccs4)CC3)c([N+](=O)[O-])cc2F)CC1	21	13	-0.2	-1.1
N/C(=C\C(=O)c1c(O)c(F)c(F)c(F)c1F)C(=O)O	6	-1	0.0	-1.0

Structural class: those above with a Cl atom.
smiles	MITF inh	TEAD-YAP block	FBW7 activator	GPR151 activ
C/C(CC(=O)Nc1cccc2c1CCCC2)=N\NC(=O)c1cc(Cl)ccc1O	4	-29	-0.2	-0.4
CCn1c(=O)c(C(=O)Nc2ccc(Cl)cc2OC)c(O)c2ccccc21	12	8	0.1	1.0
O=C(Nc1nc2c(s1)COc1ccccc1-2)C1CCCN1S(=O)(=O)c1ccc(Cl)cc1 (stereo unspecified)	52*	8	-0.1	1.3

Further compounds.
smiles	MITF inh	TEAD-YAP block	FBW7 activator	GPR151 activ
COc1ccc(C(=O)Nc2ccc3oc(Cc4ccc(Cl)cc4)nc3c2)cc1OC	-2	10	0.0	0.2
CC(C)CCCC(C)C1CCC2C3CC(=O)[C@H]4C[C@@H](O)CC[C@]4(C)C3CC[C@]12C (stereo partly specified)	18	1	0.2	-0.7
O=C(c1cc(N2C(=O)C3C4CCC(C4)C3C2=O)ccc1Cl)N1CCN(c2ccccc2Cl)CC1 (stereo unspecified)	4	-2	-0.3	-0.8
CC(C)c1ccc(C(=O)NCCN2CCOCC2)cc1	13	-14	0.1	3.1
CCN(CC)C(=O)Cn1cnc2sc(C(=O)N3CCC(C)CC3)c(C)c2c1=O	-7	6	0.3	-2.0
CC(=O)c1ccc(-c2cc(F)cc3c2OC(CNC(=O)C2CCOCC2)C3)s1 (stereo unspecified)	3	1	0.1	0.4
O=C(c1ccc(OCc2nc(C3CC3)cs2)cc1)N1CCc2ccccc21	0	-17	0.0	-0.6
CC1(C)CC(=O)c2c(oc3ccc(NS(=O)(=O)c4ccccc4)cc23)C1	2	7	-0.1	1.9
Cc1cccc(NC(=O)c2sc3nc4c(cc3c2N)CCCCC4)c1	-14	-41	-0.2	0.4
CC1CCN(C(=O)c2cnn(-c3ccccc3)c2NC(=O)c2cccc(F)c2)CC1	-4	-16	-0.2	-0.4
CCc1ccc(OCc2ccc(C(=O)O)cc2)cc1	6	-33	0.4	-6.9
CCC(C(=O)NC(c1ccc(F)c(F)c1)c1nccn1C)c1ccccc1 (stereo unspecified)	7	5	-0.1	1.0
COc1ccc(S(=O)(=O)N2CCOC23CCN(C(=O)CC(C)(C)C)CC3)cc1	-2	-6	0.1	-2.1
COc1ccc(Cl)cc1C(=O)NCc1ccc2c(c1)cc(C)n2C	-1	44*	0.1	1.1
CN1CCN(C2CCN(C(=O)c3ccc(-c4ccccc4)cc3)CC2)CC1	69*	-4	0.2	0.0
COC(=O)C1=C(C(=O)c2ccccc2)C(=O)C(=O)N1c1ccc(C)cc1	23	-8	0.0	0.6
COc1ccc(-c2csc(-c3ccncc3)n2)cc1C	10	-38	0.1	-1.5
Cc1nnsc1C(=O)N/N=C/c1ccc(O)cc1	3	-2	-0.1	-0.1
CCN=c1scc(-c2ccc(Br)cc2)n1CC	8	-9	-0.2	2.4
COCCNCCOc1ccccc1Br	29	-6	0.0	1.7
O=C(NCCOc1ccccc1)c1cccc(Nc2ccccc2)n1	6	-23	-0.1	1.1
O=C(CN1C(=O)N/C(=C\c2ccc(F)cc2)C1=O)Nc1cccc(C(F)(F)F)c1	17	5	0.4	-1.5
Cc1ccc(C(=O)Nc2ccc(Cl)cc2)cc1S(=O)(=O)N1CCOCC1	-7	-9	-0.1	-0.2
O=C1CN=C(Nc2ccc(F)cc2)N1CCc1ccccc1	19	-7	0.1	-1.3
O=[N+]([O-])c1ccc2nn(-c3ccccc3)nc2c1	21	-12	0.0	-1.5

Following part.
smiles	MITF inh	TEAD-YAP block	FBW7 activator	GPR151 activ
CCOC(=O)N1CCN(Cc2ccc3c(c2)CN(C(=O)c2ccncc2)CCO3)CC1	17	11	0.6	-0.9
Cc1nn(-c2ccccc2)c(C)c1NC(=O)Cc1cccs1	25	-18	0.6	-1.6
COc1ccccc1-n1c(SCC(=O)c2ccc(Br)cc2)nc2sc3c(c2c1=O)CCCC3	14	-10	0.5	-1.6
COc1cccc(CN2CCN(Cc3cccc(F)c3F)CC2CCO)c1 (stereo unspecified)	-11	-9	0.0	-1.4
CCOc1ccc2[nH]c(=O)c(CN(CCO)Cc3nnnn3CC3CCCO3)cc2c1 (stereo unspecified)	1	1	0.0	-1.3
Cc1ccc(Nc2nnc(-c3cc4c(ccc5ccccc54)oc3=O)s2)cc1	-5	-3	0.0	-0.6
Cc1sc2ncn(CC(=O)NCC(=O)Nc3ccc(F)cc3Cl)c(=O)c2c1C	11	4	0.7	1.6
CCOC(=O)C1=C(C)N=c2s/c(=C/c3cc(Br)cc([N+](=O)[O-])c3O)c(=O)n2C1c1ccccc1 (stereo unspecified)	5	1	0.0	1.8
O=C(Nn1c(-c2ccccc2F)nc2ccccc2c1=O)c1ccc(Cl)cc1Cl	10	4	0.3	0.7
O=C(CSCC(=O)Nc1cccc2ccccc12)Nc1cccc2ccccc12	14	12	-0.1	0.5
COc1ccc(F)c(CN2CCc3nnc(C(NC(=O)c4ccoc4)C(C)C)n3CC2)c1 (stereo unspecified)	-6	-2	0.0	2.3
COCCNCC(=O)Nc1ccccc1-c1ccccc1	38	4	0.6	-0.9
CCOC(=O)Cc1[nH]nc2c1C(c1ccccc1Cl)C(C#N)=C(N)O2 (stereo unspecified)	1	-2	0.0	1.1
O=C(Nc1ccc(N2CCOCC2)c(Cl)c1)c1ccco1	12	-56	-0.1	-0.8
O=C(O)CCCCCNC(=O)c1ccco1	4	1	-0.1	-0.7
CCc1ccccc1NC(=O)c1ccc(F)c(S(=O)(=O)N2CCCc3ccccc32)c1	-5	2	-0.1	0.6
O=C(c1cccc(F)c1F)N1CCN2C(=O)[C@@H]3C[C@@H](O)CN3C(=O)[C@H]2C1	-5	-2	0.0	-0.7
OC(C#Cc1ccccc1)(c1ccccc1)c1ccccc1	-5	-12	0.1	1.4
CC(C)CC(NC(=O)COc1cccc2ccccc12)C(=O)O (stereo unspecified)	-7	6	0.6	2.0
CC(C(=O)NCc1ccccc1)N(c1ccccc1)S(C)(=O)=O (stereo unspecified)	5	-5	-0.1	0.1
CCOc1ccc(NC(=O)c2c(NC(=O)CC)sc3c2CCC(C(C)(C)C)C3)cc1 (stereo unspecified)	12	6	0.1	0.1
Cc1cccc(-n2nc3c(c2NC(=O)c2ccc(C)c(C)c2)CSC3)c1	-4	1	-0.1	-0.9
CC(=O)c1ccc(Oc2c3n(-c4ccccc4)n(C)c(C)c-3[nH]c2=O)cc1	-1	-1	0.5	2.5
CCN(CC)C(=O)Cn1cnc2sc(C(=O)Nc3cc(Cl)ccc3OC)c(C)c2c1=O	-9	-3	0.0	0.0
COc1ccc(-c2cc3c(=O)n(CC(=O)NC4CCCC4)ncn3n2)cc1	0	-3	-0.2	-1.4

Record cards, from the list above.
Cc1nc2nc(CN)nn2c(C)c1CCC(=O)Nc1cccc(C(F)(F)F)c1 is listed with MITF inh: -6; TEAD-YAP block: 1; FBW7 activator: -0.2; GPR151 activ: 1.3
CCN(CC)C(=O)Cn1cnc2sc(C(=O)Nc3cc(Cl)ccc3OC)c(C)c2c1=O is listed with MITF inh: -9; TEAD-YAP block: -3; FBW7 activator: 0.0; GPR151 activ: 0.0

The results go on:
smiles	MITF inh	TEAD-YAP block	FBW7 activator	GPR151 activ
O=C(NCc1ccc2c(c1)OCO2)c1c(O)c2cccc3c2n(c1=O)CCC3	-1	4	0.0	1.3
COc1cc(C=C2C(=O)N(C)C(=S)N(C)C2=O)ccc1OCc1ccc(F)cc1	-24	-14	0.0	-0.7
O=C(Nc1ccccc1)N1CC=C(c2c[nH]c3ccccc23)CC1	-3	-10	-0.2	-0.6
CCOc1ccc(NC(=O)CC2C(=O)N(CC)C(=S)N2CCN2CCOCC2)cc1 (stereo unspecified)	5	-2	0.0	-0.7
COc1ccc(C2CC(C(F)(F)F)n3nc(C(=O)Nc4cc(C)ccc4C)cc3N2)cc1 (stereo unspecified)	-15	-3	0.0	-0.8
Cc1cccc(C(=O)NCCCN(C)CCCNC(=O)c2cccc(C)c2)c1	19	1	0.0	-0.3
CCCCCCCCCCOC(=O)NC1CCS(=O)(=O)C1 (stereo unspecified)	13	9	0.5	-0.6
CC(=O)Nc1ccc(S(=O)(=O)n2cnc3cc(C)c(C)cc32)cc1	1	4	0.6	-0.5
Cc1cc(C)cc(-n2c(SCC(=O)N3CCOCC3)nc3c([nH]c4ccccc43)c2=O)c1	10	-4	0.8	0.3
Cc1cc2oc(=O)cc(CN(C)CCO)c2cc1Cl	-19	4	0.0	0.6
CC1CCCCC1NC(=O)CN1C(=O)CCc2ccccc21 (stereo unspecified)	4	7	-0.1	0.1
CC1(C)C/C(=N\O)c2c(nc3c(c2-c2ccc(Br)cc2)/C(=N/O)CC(C)(C)C3)C1	2	-5	-0.3	2.0
O=C(CNc1cccc2ccccc12)N/N=C/c1cc(Br)ccc1O	9	34*	-0.3	0.2
O=C(CCN1C(=O)C2C3C=CC(C3)C2C1=O)N(CCc1ccccc1)Cc1ccccc1 (stereo unspecified)	-2	-6	0.0	0.8
NS(=O)(=O)c1ccc(NC(=O)CSc2nnc(-c3ccc(Cl)cc3)o2)cc1	20	4	1.2	1.8
COc1ccc(-c2cccc(C(=O)NC3CC3)c2)cc1	-2	-43	-0.1	0.5
Cc1ccc(CSC2=C(C#N)C(c3ccccc3)CC(=O)N2)cc1 (stereo unspecified)	13	-14	0.1	-1.0
CC1=C(CCN2CCc3nnc(CNC(=O)Cc4ccccc4)n3CC2)C(C)(C)CCC1	3	-8	0.0	0.5
COC(=O)c1ccc2c(c1)CN(c1ccc(F)cc1)C2	-7	-62	-0.1	2.2
CCOC(=O)C1=C(CN2CCSCC2)NC(=O)NC1c1ccc2c(c1)OCO2 (stereo unspecified)	9	7	0.0	0.7
O=C(Cn1cnc2ccccc2c1=O)Nc1ccc2c(c1)Cc1ccccc1-2	-3	-7	0.0	-0.7
CC(C)CC1Nc2c3ccccc3nc(=S)n2C1=O (stereo unspecified)	-4	2	-0.2	-1.1
COc1ccccc1-n1c(C)c(C)n2c3c(=O)n(Cc4ccccc4F)c(=O)n(C)c3nc12	7	-2	0.1	2.3
O=C(CCCCCn1c(=S)[nH]c2ccccc2c1=O)NCCC1=CCCCC1	8	2	-0.1	0.0
